RNase H inhibition: RNase H inhibition, HIV 1 Gag Pol polyprotein, FRET biochemical assay, screening (AID 372); HIV-1 RT RNase H, FRET RNA/DNA substrate fluorescence; higher % means a stronger effect; one-dose inhibition, % at 10 µM; IC50 in µM for titrated hits; 100,000 compounds, 0.77% hits; in the data active = inhibition above about 50%
The depositor's hits bear a star.

SMILES	RNase H inhibition
Cc1ccc(-c2nnc(-c3ccc(C)c([N+](=O)[O-])c3)o2)cc1	12.0%
O=C1c2cccc3cccc(c23)C(=O)N1CCN1CCN(S(=O)(=O)c2ccc(I)cc2)CC1	5.0%
COc1ccc(/C=N/Nc2nc(-c3ccc(C)cc3)nc3ccccc23)c(OC)c1	6.0%
O=C(N/N=C/c1cn[nH]c1-c1ccccc1)c1cccnc1	13.0%
COc1ccc(CN2CCN(Cc3ccccc3OC)CC2)c(OC)c1	14.0%
COC(=O)c1ccccc1NS(=O)(=O)c1ccc(NC(C)=O)cc1	4.0%
COc1cc(OC)c(C2NC(=S)NC(C)=C2C(=O)Nc2ccc(Cl)cc2)cc1OC (stereo not drawn)	8.0%
COC(=O)C1=C(C)NC2=C(C(=O)CC(c3ccc(Cl)cc3)C2)C1c1cccc(OC)c1OC (stereo not drawn)	13.0%
COc1ccc(C(=O)Nc2cccc(C(C)=O)c2)cc1	1.0%
O=C(Nc1c(-c2ccccc2)nc2ccccn12)c1cc2cc(Br)ccc2oc1=O	43.0%
COC(=O)C1=C(C(=O)OC)C2(OC1c1cccc(F)c1)C(=O)c1ccccc1C2=O (stereo not drawn)	9.0%
O=C(CCCN1C(=O)/C(=C\c2cccs2)SC1=S)NC12CC3CC(CC(C3)C1)C2	18.0%
COc1ccc(C2Nc3cccc4cccc(c34)N2)cc1Br	16.0%
COc1ccc(C(=O)/C=C(\C)Nc2ccc(Br)c(C)c2)cc1	12.0%
O=C(Nc1ccc2c(c1)oc1ccccc12)c1cccc(C(F)(F)F)c1	4.0%
OCCNCCCOc1cc(Cl)ccc1Cl	8.0%
COC(=O)C1=CNC=C(C(=O)OC)C1c1cccc(C)c1	12.0%
CCn1c2ccccc2c2cc(CN3CCCC(C)C3)ccc21 (stereo not drawn)	10.0%
Cc1ccc2oc(-c3cccc(NC(=O)/C=C/c4ccco4)c3C)nc2c1	17.0%
COc1ccc(/C=C/C(=O)N2CCC(C)CC2)cc1Br	14.0%
CCOC(=O)c1nc(NC(=O)/C=C/c2ccco2)sc1C	15.0%
CC(C)C(=O)Nc1ccc(C(=O)Oc2ccccc2)c(O)c1	5.0%
Cc1ccc(S(=O)(=O)NC(=O)NC(C)c2ccccc2)cc1 (stereo not drawn)	0.0%
O=C(Nc1ccc2nn(-c3ccccc3)nc2c1)c1ccc(Cl)c([N+](=O)[O-])c1	21.0%
O=C(/C=C/c1ccccc1Cl)Nc1ccc(Cl)cn1	0.0%
COc1ccc(/C=C(/NC(=O)c2ccccc2)C(=O)N/N=C/c2c(C)cc(O)cc2O)cc1OC	11.0%
CC(CCc1ccc(O)cc1)Nc1ccc2[nH]ncc2c1 (stereo not drawn)	19.0%
CCOc1ccc(C(=O)/C=C2/NCCNC2=O)cc1	4.0%
COc1ccccc1C1CC(c2c(-c3ccccc3)c3cc(Cl)ccc3[nH]c2=O)=NN1C(=O)CCC(=O)O (stereo not drawn)	10.0%
COc1cc(C=Nc2cccnc2)ccc1O	8.0%
COc1ccc(/C=C2\SC(=O)N(CCC(=O)Nc3ccccc3C)C2=O)cc1OC	16.0%
COc1ccc(OCCCOc2ccccc2[N+](=O)[O-])cc1	4.0%
COc1ccc(/C=N\N2CCN(c3ccccc3)CC2)cc1	11.0%
CN(C)/C=C1\Nc2ccc(Br)c(Cl)c2C1=O	7.0%
CCc1cccc(C)c1NC(=O)C(C(C)C)N1C(=O)c2ccccc2C1=O (stereo not drawn)	0.0%
O=C(NCCNc1ccc([N+](=O)[O-])cc1Cl)c1cccc(Br)c1	10.0%
Cc1ccc2oc(-c3ccc(C)c(NC(=O)/C=C\c4ccccc4)c3)nc2c1	43.0%
Cc1ccc(S(=O)(=O)/N=C2/NC(=O)/C(=C/c3ccco3)S2)cc1	4.0%
CCN(CC)CCn1c(=N)n(CC(=O)c2ccc(C)cc2)c2ccccc21	18.0%
CCCCOC(=O)c1ccc(NC(=O)Nc2ccccc2)cc1	14.0%
CC(C)NC(=O)CN(c1ccccc1)S(=O)(=O)c1ccccc1[N+](=O)[O-]	11.0%
O=[N+]([O-])c1ccc(S(=O)(=O)N2CCc3ccccc3C2)cc1	0.0%
Cc1ccccc1N(CC(=O)Nc1ccccc1)S(=O)(=O)c1ccccc1	14.0%
O=C(Nc1ccc(OC(F)(F)F)cc1)c1ccccc1Br	0.0%
COc1cc(/C=C2/SC(=S)N(CCC(=O)NC34CC5CC(CC(C5)C3)C4)C2=O)cc(OC)c1OC	17.0%
COc1ccc(OCCCOc2cc(C)c(Br)cc2C)cc1	26.0%
O=C(Nc1ccc([N+](=O)[O-])cc1)/C(=C\c1ccc(Br)cc1)NC(=O)c1ccco1	38.0%
COc1ccc(C2NC(=O)NC(C)=C2C(=O)Nc2ccccc2C)cc1OC (stereo not drawn)	3.0%
N#CC1=C(N)OC2=C(C(=O)CC(c3ccccc3)C2)C1c1ccc(C(F)(F)F)cc1 (stereo not drawn)	12.0%
Cc1ccc(N2C(=O)/C(=C/c3cccc([N+](=O)[O-])c3)SC2=S)cc1	3.0%
Other structures
SMILES	RNase H inhibition
O=C1NC(=S)N(c2ccc(Cl)cc2)C(=O)/C1=C/c1ccc(-c2ccc(C(=O)O)cc2)o1	15.0%
COC(=O)C1=C(C)N=c2s/c(=C\c3ccco3)c(=O)n2C1c1ccccc1 (stereo not drawn)	7.0%
COc1ccc(C=Nc2cccc(C(N)=O)c2)cc1	0.0%
Cc1ccc(/C(N)=N/OC(=O)c2ccc(Cl)cc2Cl)cc1	7.0%
Cc1ccc(C(=O)N/C(=C/c2ccccc2Cl)C(=O)NN)cc1	6.0%
Cc1ccc(C2=NN(c3ccccc3)C(c3cccs3)C2)cc1 (stereo not drawn)	21.0%
Cc1nn(C(=O)C23CC4CC(CC(C4)C2)C3)c(C)c1Sc1ccc([N+](=O)[O-])cc1	8.0%
CCCN1C(=O)/C(=C2\SC(=S)N(CCC(=O)O)C2=O)c2ccccc21	0.0%
C=C(Br)Cn1c(SCC)nc2ccccc21	9.0%
O=C(c1ccc(Br)cc1)N1CCN(c2nc3ccc([N+](=O)[O-])cc3s2)CC1	4.0%
CC1(C)c2ssc(=S)c2-c2ccccc2N1C(=O)c1ccccc1	49.0%
CCOc1ccc(OCCCOc2cc(C=O)ccc2OC)cc1	24.0%
COc1ccc(NC2=NC3(CCCC3)N=C(N)N2)cc1	4.0%
CCCCOC(=O)c1ccc(NC(=O)c2cccc([N+](=O)[O-])c2)cc1	11.0%
COc1cc(/C=C2\N=C(c3ccccc3)OC2=O)cc(Br)c1OCc1c(C)no[n+]1[O-]	17.0%
Cc1cc(C=O)c(C)n1-c1ccc(Br)c2ccccc12	42.0%
C=CCn1c(-c2ccccc2Br)n[nH]c1=S	9.0%
CC(C)(C)NCCCCOc1ccc2ccccc2c1	0.0%
Cc1cc(Br)c2c(c1)C(c1c(C)n(C)n(-c3ccccc3)c1=O)(c1c(C)n(C)n(-c3ccccc3)c1=O)C(=O)N2	14.0%
C=C(Br)Cn1c(Cc2ccccc2)nc2ccccc21	1.0%
COc1ccccc1CNS(=O)(=O)c1ccc(NC(C)=O)cc1	0.0%
Cc1cc(C)c(S(=O)(=O)N2CCN(C)CC2)c(C)c1	1.0%
CC(=O)Nc1ccc(S(=O)(=O)N/N=C/c2cccnc2)cc1	6.0%
Cc1ccc(C(=O)Nc2ccc(Oc3ccccc3)cc2)o1	12.0%
COc1ccc(OC)c(NC(=O)c2ccc(Cl)c(Cl)c2)c1	14.0%
CN(C)C(=O)COc1cc2oc(=O)c3c(c2cc1Cl)CCCC3	6.0%
CC(=O)c1ccc(N2CCN(C(=O)c3ccc(Cl)c(Cl)c3)CC2)c(F)c1	12.0%
O=C(NC(=S)Nc1ccc(N2CCOCC2)c(Cl)c1)c1ccc(Br)cc1	6.0%
O=C(COc1ccc(Cl)cc1Cl)Nc1ccc2c(c1)C(=O)c1ccccc1C2=O	38.0%
COc1ccc(NC(=S)NCc2cccs2)cc1	14.0%
CCSCCOC(=O)C1=C(C)NC2=C(C(=O)CC(C)(C)C2)C1c1coc2ccccc2c1=O (stereo not drawn)	0.0%
CCCCOCP(=O)(c1ccccc1)c1ccccc1	4.0%
CCOc1ccc2nc(SCC(=O)OC)[nH]c2c1	8.0%
CC(Oc1ccc(Cl)cc1Cl)C(=O)NCc1ccc(F)cc1 (stereo not drawn)	12.0%
CC(C)(C)c1ccc(C(=O)NCCSc2ccc(Cl)cc2)cc1	19.0%
CCOC(=O)C1=C(C)NC(=S)NC1c1ccc(O)c(O)c1 (stereo not drawn)	34.0%
Cc1cccc(C)c1N1C(=O)C2C3C=CC(C4CC34)C2C1=O (stereo not drawn)	0.0%
O=C(c1ccccc1F)N1CCN(Cc2ccc(Cl)cc2)CC1	0.0%
CCCN1C(=O)c2ccccc2NC1c1ccc(-c2ccccc2[N+](=O)[O-])o1 (stereo not drawn)	8.0%
CC(/C=C(/C#N)C(=O)Nc1ccc(Cl)cc1)=C\c1ccccc1	4.0%
O=C(O)c1ccccc1-c1ccccc1C(=O)NCCc1ccccc1	9.0%
CN(C)CC(=O)N1c2ccccc2CCc2ccc(NC(=O)c3ccccc3)cc21	7.0%
Cc1cc(N2C(=O)c3ccc(Oc4ccc([N+](=O)[O-])cc4)cc3C2=O)no1	2.0%
CCCCOC(=O)c1cccc(C(=O)O)n1	19.0%
COc1ccc(C(=O)Nc2ccccc2)cc1NC(=O)COc1ccc(F)cc1	5.0%
Cc1occc1C(=O)N/N=C/c1c(Cl)cccc1Cl	22.0%
O=C(/C=C/NCc1ccccc1)c1ccc(Cl)cc1	9.0%
COc1ccc(S(=O)(=O)N(CC(=O)N2CCCC2)Cc2ccccc2)cc1OC	0.0%
Cc1ccc(C(=O)N/C(=C\c2ccc(Cl)cc2)C(=O)NCCCN2CCOCC2)cc1	0.0%
CC(=O)N(C)c1ccc(NC(=O)C(C)Oc2ccccc2)cc1 (stereo not drawn)	19.0%
(more compounds)
SMILES	RNase H inhibition
CC(=O)N(C1=C(N(C)C)C(=O)c2ccccc2C1=O)c1ccc(Br)cc1	1.0%
Cc1nc(C)c(/C(O)=C/c2nc3ccccc3oc2=O)s1	6.0%
COc1ccc(N2C(=O)NC(=O)/C(=C/c3cc4c(cc3Br)OCO4)C2=O)cc1	11.0%
C=CCNC(=S)N1CCN(CCNC2=CC(=O)CC(C)(C)C2)CC1	4.0%
COc1cc(/C=N/NS(=O)(=O)c2ccccc2)cc(OC)c1O	11.0%
Cc1ccc(NC(=O)CC2CCCCC2)cc1	1.0%
Cc1onc(-c2c(Cl)cccc2Cl)c1C(=O)Nc1nncs1	6.0%
C/C(=N/O)c1ccc(OCCCOc2ccc(/C(C)=N/O)cc2)cc1	12.0%
CCCCOC(=O)c1ccc(NC(=O)c2ccc(OC)c([N+](=O)[O-])c2)cc1	21.0%
COc1ccc(-c2noc(COc3ccc(Br)cc3)n2)cc1	5.0%
O=C(CCCCCN1C(=O)c2ccccc2C1=O)Nc1ccc(F)c(Cl)c1	46.0%
CCOc1ccc(Cc2c(O)n(-c3ccccc3)c(=S)[nH]c2=O)cc1	18.0%
Cc1c(Cl)cccc1N(CC(=O)Nc1ccccc1Br)S(=O)(=O)c1ccccc1	24.0%
Cc1ccc2cc(C3=C/C(=C/c4cccc(Br)c4)C(=O)O3)ccc2c1	4.0%
COc1cc(Br)c(C2CC(=O)NC(C)=C2C(=O)OC2CCCC2)cc1OC (stereo not drawn)	5.0%
COc1cc(C=C2C(=O)NC(=O)NC2=O)ccc1OCCOc1ccc(C)cc1C	17.0%
Cc1cc(C)c(OCC(=O)Nc2cccc([N+](=O)[O-])c2)c(C)c1	0.0%
Cc1ccc(S(=O)(=O)N(CC(=O)NCc2ccco2)c2cc(Cl)cc(Cl)c2)cc1	24.0%
O=S(=O)(Nc1ccc2oc(-c3ccc(I)cc3)nc2c1)c1ccccc1	12.0%
O=C(CNC(=O)c1ccccc1)OCC(=O)c1ccc(Cl)c(Cl)c1	17.0%
Cc1ccc(S(=O)(=O)C(F)(F)F)cc1NC(=O)c1cccnc1	7.0%
COc1cccc(OCCCOc2ccc(C(C)C)cc2)c1	8.0%
Cc1ccc(-c2csc(/C(C#N)=C/Nc3ccc([N+](=O)[O-])cc3)n2)c(C)c1	1.0%
COc1ccc(/C=C(/C(=O)c2c(C)cc(C)[nH]c2=O)c2ccccc2)cc1	2.0%
Cc1cc(=O)oc2c(C)c3occ(-c4ccccc4)c3cc12	31.0%
COc1ccccc1Nc1nc(C)c([N+](=O)[O-])c(Nc2ccccc2OC)n1	28.0%
CCN1CCN(C/C=C/c2ccccc2OC)CC1	3.0%
CCN(CC)CCN1C(=O)C(=O)/C(=C(/O)c2ccc(Br)cc2)C1c1ccccc1F (stereo not drawn)	0.0%

Screens as filed in PubChem.

The list is partial; count on the stated rates, not on these rows.
